High-throughput results as filed in PubChem BioAssay.
uPA surface inh: qHTS for Inhibitors of Cell Surface uPA Generation | cell surface uPA generation assay, qHTS | Potency, µM (series often up to 38.3 µM), inactives show top-dose activity change, negative = inhibition, usual class: inhibitors | 330,000 tested, 0.31% active | AID 540303, 2011; active = well fitted inhibition curve with a large enough effect; inconclusive = small, poorly fitted or top-dose-only effect; inactive = no such curve, though single readings can be large or run the other way; tested in mouse RAW 264.7 cells; also: potency is read from the fitted curve at half-maximal effect; nearly all actives have a fitted effect of over 55% in size
USP2a block: qHTS Assay for Inhibitors of Ubiquitin-specific Protease USP2a Using CHOP2 as the Reporter; Ubiquitin carboxyl-terminal hydrolase 2 (Homo sapiens), O75604; USP2 core, Ub-CHOP2 coupled fluorogenic reporter, 485/531; Potency, µM (series often up to 38.3 µM), without a hit: at the highest dose activity change, negative = inhibition, most hits filed as inhibitors; 330,000 tested, 0.01% active;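 also: potency is read from the fitted curve at half-maximal effect; plate controls were DMSO wells for no effect and full inhibition by NEM control for full effect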
Target sequence (O75604 whole entry, looked up): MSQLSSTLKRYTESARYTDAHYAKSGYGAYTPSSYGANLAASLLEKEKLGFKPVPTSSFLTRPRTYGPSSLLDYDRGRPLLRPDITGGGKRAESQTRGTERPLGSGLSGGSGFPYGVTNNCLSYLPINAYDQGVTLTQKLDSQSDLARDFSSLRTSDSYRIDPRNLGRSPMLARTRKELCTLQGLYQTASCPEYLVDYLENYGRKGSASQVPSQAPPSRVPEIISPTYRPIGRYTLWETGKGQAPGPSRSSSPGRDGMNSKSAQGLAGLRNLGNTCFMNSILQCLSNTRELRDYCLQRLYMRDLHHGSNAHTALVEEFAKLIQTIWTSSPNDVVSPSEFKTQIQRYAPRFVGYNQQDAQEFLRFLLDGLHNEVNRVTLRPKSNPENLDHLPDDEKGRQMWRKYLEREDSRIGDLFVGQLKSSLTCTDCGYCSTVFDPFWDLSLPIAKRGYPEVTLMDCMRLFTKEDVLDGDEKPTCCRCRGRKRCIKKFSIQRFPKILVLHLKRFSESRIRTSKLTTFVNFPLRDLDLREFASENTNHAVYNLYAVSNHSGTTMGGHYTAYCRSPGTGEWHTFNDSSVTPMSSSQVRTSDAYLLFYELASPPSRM
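Cell-free coupled assay: 10nM USP2 core preincubated 30min RT with compound in Tris-HCl pH 8.0/CaCl2/CHAPS buffer, then 25nM Ub-CHOP2 and 25nM reporter substrate; fluorescence (Ex 485/Em 531) read after 60min RT, normalized to NEM inhibition, concentration-response curves fitted.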
PKM2 activator: qHTS Assay for Activators of Human Muscle isoform 2 Pyruvate Kinase; Pyruvate kinase PKM (Homo sapiens), P14618; purified PKM2, Kinase-Glo ATP luminescence, activation; response scale: 0% is enzyme alone, no compound; Potency, µM (titrated, usually from 57.5 µM), inactives show at the top dose activation, most hits filed as activators; AID 1631, 2009; 260,000 tested, 0.34% active; also: potency is read from the fitted curve at half-maximal effect; nearly all actives have a fitted effect of over 55% in size
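Kinase-Glo luminescence reports ATP generated from ADP (0.1 mM) and PEP (0.5 mM) by purified hPK-M2 after 1 h at room temperature, pH 7.2 imidazole buffer; intermediate enzyme activity allows detecting inhibitors and activators.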
Chronic BCR inh: qHTS Assay to Find Inhibitors of Chronic Active B-Cell Receptor Signaling. ABC-DLBCL IkBa-CBG/CBR reporter, luminescence ratio, 4 h. Potency, µM (top dose mostly 46.1 µM), without a hit: top-dose ratio change, negative = lower green/red ratio, usual class: inhibitors. 340,000 tested, 0.05% active. AID 493014, 2011; active = well fitted inhibition curve with a large enough effect in the signal ratio, with a control signal flat, not every such curve was filed as active; inconclusive = small, poorly fitted or top-dose-only effect, or effect the other way, or a change in a side signal; the % refers to the signal ratio;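 also: potency is read from the fitted curve at half-maximal effect; plate controls were basal doxycycline-induced cells for no effect and cells given 10 µM MG132 for full effect; MG132 reads +100%, hits lower the ratio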
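Concentration-response series (up to 46 uM) were applied to TMD8 dual-reporter cells for 4 h at 37C with doxycycline. Green/red ratio, after filter-overlap correction, defined %Activity; red signal alone was normalised to basal cells and zero luminescence.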
FBPA coupling cs: qHTS Assay for Inhibitors of Fructose-1,6-bisphosphate Aldolase from Giardia Lamblia: Coupling assay counterscreen; coupling enzyme system counterscreen, AmpLite Red fluorescence; activity change, negative = inhibition, % at 58.2 µM, hits read low; 290,000 tested, 0.67% active; in the data active = activity change below about -30%
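First, compound is pin-transferred into glyceraldehyde-3-phosphate coupling-enzyme reagent at 57.5 uM final and held 10 min at RT. Next, substrate, coupling system and AmpLite Red are added. After 20 min RT, fluorescence (525/598 nm) is read.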
KCNH2 3.1 block: qHTS for Inhibitors of KCHN2 3.1: Mutant qHTS | activity change, % (tested at about 1.8 µM) | Potassium voltage-gated channel subfamily H member 2, brain isoform KCNH2 3.1 (human) | U2OS KCNH2 3.1, thallium flux FluxOr; hits give low values | 340,000 tested, 0.95% active;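 active = maximum activity change below -70%; inconclusive = maximum activity change from -70% to -50%; inactive = maximum activity change above -50%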;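 also: thallium influx rate constant from kinetic fluorescence after stimulation buffer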
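We transduce U2OS cells with the mutant 3.1 virus, culture them overnight, load FluxOr with Red40 quencher for 45 min, then add stimulation buffer and read kinetically for 2 min to derive a normalized rate constant.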
Giardia killer: Small Molecules that selectively kill Giardia lamblia: qHTS | Giardia lamblia trophozoite viability | AID 540267, 2011 | 340,000 tested, 0.15% active | activity change, % at 7.66 µM, hits read low; in the data active = activity change below about -80%; inconclusive = between about -30% and that limit;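 also: parasites exposed to compound for two days anaerobically before the ATP read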
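Killing of trophozoites was scored by loss of ATP luminescence after a 48 hrs anaerobic exposure to compounds at 37 deg C, using 100 cells per well.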
hERG WT inh: qHTS for Inhibitors of KCHN2 3.1: Wildtype qHTS; Voltage-gated inwardly rectifying potassium channel KCNH2 (Homo sapiens), Q12809; U2OS, BacMam KCNH2, thallium flux FluxOr; hits give low values; activity change, % at 1.84 µM; 340,000 tested, 0.37% active; AID 720551, 2013;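 active = maximum activity change below -70%; inconclusive = maximum activity change between -70% and -50%; inactive = maximum activity change above -50%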
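U2OS cells transduced with wild-type KCNH2 virus are loaded with FluxOr dye for 45 min, and thallium flux is measured in kinetic reads before and after stimulation buffer. Rate constants are normalized to DMSO controls.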
Eya2 phos inh: qHTS Assay for Inhibitors of the Phosphatase Activity of Eya2; Potency, µM (highest dose often 76.9 µM), for inactives: top-dose activity, negative = inhibition, most hits filed as inhibitors; recombinant Eya2, OMFP fluorescence dephosphorylation (OMFP is methylfluorescein phosphate); AID 488837, 2010; 330,000 tested, 0.006% active; Protein phosphatase EYA2 (Homo sapiens), O00167; also: potency is read from the fitted curve at half-maximal effect
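Eya2 protein (added as 0.2 uM solution) was preincubated with compound for 10 min at ambient temperature in 50 mM HEPES pH 7.5, 50 mM NaCl, 5 uM MgCl2, 0.05% BSA, 1 mM DTT. OMFP (added at 50 uM) then reacted 10 min; fluorescence read at 485/525 nm.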
GALK inh: qHTS Assay for Inhibitors of Human Galactokinase (GALK); P51570; Purified GALK, Kinase-Glo residual ATP luminescence; 270,000 tested, 0.007% active; AID 1868, 2009; Potency, µM (doses to about 57.5 µM), without a hit: top-dose activity change, negative = inhibition, hits mostly inhibitors; also: potency is read from the fitted curve at half-maximal effect
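Kinase-Glo Plus luminescence measured ATP left after a 1 h room-temperature reaction. The reaction used 5 nM GALK, 100 uM galactose and 35 uM ATP at pH 8.0 (20 mM HEPES, 5 mM MgCl2, 60 mM NaCl, 1 mM DTT, 0.01% BSA).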
B2AR arrestin: qHTS assay of beta-arrestin-biased ligands of beta2-adrenergic receptor. 330,000 tested, 0.02% active. AID 492947, 2010. Potency, µM (series often up to 46.1 µM), inactives show at the highest dose activation, hits mostly activators. beta-arrestin recruitment to beta2AR, cell-based reporter;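 also: potency is read from the fitted curve at half-maximal effect; 0% = DMSO controls and full agonism = EC100 isoproterenol or metaproterenol; nearly all actives have a fitted effect of over 65% in size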
Target sequence (P07550 whole entry, looked up): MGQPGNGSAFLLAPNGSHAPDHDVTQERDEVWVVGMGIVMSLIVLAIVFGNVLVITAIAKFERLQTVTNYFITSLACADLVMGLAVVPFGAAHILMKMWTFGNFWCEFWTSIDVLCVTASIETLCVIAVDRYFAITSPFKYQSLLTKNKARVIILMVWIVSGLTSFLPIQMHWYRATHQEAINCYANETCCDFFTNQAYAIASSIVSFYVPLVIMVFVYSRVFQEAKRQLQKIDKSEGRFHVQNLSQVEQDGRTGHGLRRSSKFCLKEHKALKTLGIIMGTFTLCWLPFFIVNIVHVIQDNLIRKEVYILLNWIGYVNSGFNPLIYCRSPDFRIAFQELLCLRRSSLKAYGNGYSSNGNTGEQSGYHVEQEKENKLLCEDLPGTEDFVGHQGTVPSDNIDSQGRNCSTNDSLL
The depositor's hits bear a star; u = inconclusive; x = not tested or not shown; & = joins results of further samples; [ ] = dose if it differs, or a comment. Unless noted, calls follow the shape of the dose curve; as a rule, active = well fitted curve in the direction sought with a large enough effect; inconclusive = small, poorly fitted or top-dose-only effect, or another doubt; inactive = no such curve, though single readings can be large; an effect the other way counts as inactive or inconclusive. Unless noted, % is scaled to controls: 0 for no effect and ±100 for the full control effect.

SMILES	uPA surface inh	USP2a block	PKM2 activator	Chronic BCR inh	FBPA coupling cs	KCNH2 3.1 block	Giardia killer	hERG WT inh	Eya2 phos inh	GALK inh	B2AR arrestin
COc1cccc(C(=O)N2CCN(Cc3ccc4c(c3)OCO4)CC2)c1OC	4%	0%	0%	-2%	0	-16	-10	-8	-15%	2%	0.0%
COc1ccccc1NC(=O)CN1CCN(CC(=O)Nc2ccc(F)cc2)CC1	8%	0%	-13%	u	1	u	-3	-36	-22%	-1%	-0.2%
Cc1noc(C)c1CCC(=O)Nc1c(C(C)C)cccc1C(C)C	2%	4%	x	-2%	x	12	-12	3	8%	x	-0.8%
Cc1cc(C)c(S(=O)(=O)N2CCOC2CNC(=O)C(=O)NCc2ccncc2)c(C)c1 (stereo unspecified)	3%	-1%	-5%	-1%	x	1	-11	-3	-8%	1%	-0.3%
CC(C)CCNC(=O)Cn1c(=O)oc2cc(S(=O)(=O)N3CC(C)CC(C)C3)ccc21 (stereo unspecified)	-23%	2%	9%	-19%	-13	-4	-2	12	-1%	1%	0.3%
COc1ccc(C(=O)NCCCN=C2NS(=O)(=O)c3ccccc32)cc1	x	0%	1%	-4%	2	9	-1	5	4%	0%	-0.6%
Cc1cccc(S(=O)(=O)Nc2nc3ccccc3nc2NCC2CCCO2)c1 (stereo unspecified)	1%	-1%	-1%	4%	12	25	-10	2	-11%	1%	-0.2%
COCCCN(C(=O)c1cccnc1SC)c1c(N)n(Cc2ccccc2)c(=O)[nH]c1=O	3%	0%	-6%	-2%	0	-3	-10	0	-4%	-2%	-0.1%
Cc1cc(C)nc(SCc2cc(=O)c(OC(=O)c3ccc(Cl)c([N+](=O)[O-])c3)co2)n1	2%	0%	-1%	-6%	1	4	-10	2	-6%	-3%	5.5%
CC(=O)N1c2ccc(S(=O)(=O)N3CCC(C(=O)NC4CCCCC4)CC3)cc2CC1C (stereo unspecified)	2%	1%	x	-5%	x	-10	-7	-1	1%	6%	0.3%
Cc1cc(C)nc(SCC(=O)OC(C)C(=O)Nc2ccccc2)n1 (stereo unspecified)	0%	3%	4%	4%	x	4	-2	-3	3%	0%	0.1%
O=C(Cc1ccsc1)Nc1ccc2c(c1)OCO2	-3%	1%	x	2%	x	11	7	8	22%	x	0.3%
CCCCN(CC)CCNC(=O)C1c2cc(OC)c(OC)cc2C(=O)N2CCc3ccccc3C12 (stereo unspecified)	1%	-1%	1%	1%	3	-3	14	-8	4%	2%	3.9%
Cc1cccc(N(CC(N)=O)C2SC(=O)N(c3ccccc3)C2=O)c1 (stereo unspecified)	6%	2%	-7%	u	5	-14	-10	-4	-21%	0%	0.2%
Oc1ccc(Nc2nc(-c3ccc4ccccc4c3)cs2)cc1	x	-10%	-12%	u	-26	x	x	x	-4%	-4%	-0.4%
COc1ccccc1N1CCN(C(=O)c2cc3c(s2)CCC3)CC1	2%	-14%	-9%	16%	-4	-7	18	2	-14%	0%	-0.8%
C=CCNC(=S)NNC(=O)c1cc(O)ccc1O	-6%	4%	1%	5%	0	-5	20	-16	-20%	0%	-0.3%
COc1ccc2c(c1)c(CC(=O)OCC(=O)O)c(C)n2C(=O)c1ccc(Cl)cc1	1%	-7%	u	u	18&19&6	-5	16	-9	12%	13%	-1.1%
O=C(NCCCc1ccccc1)C(=O)c1c[nH]c2ccccc12	-7%	1%	x	u	x	-14	10	-2	2%	-6%	0.3%
O=C(CCCn1c(=O)oc2ccccc21)NC1CCCCCC1	x	2%	0%	-20%	0	x	x	x	-4%	0%	-0.2%
CC(=O)Nc1ccc(NS(=O)(=O)c2ccc(Cl)s2)cc1	1%	3%	1%	-1%	0	6	-6	16	3%	7%	-0.4%
NC(=O)c1ccc(C(=O)c2ccc([N+](=O)[O-])cc2)cc1	-1%	-1%	2%	0%	0	7	1	-1	0%	0%	-1.3%
CCn1cc(/C=C(\NC(=O)c2ccccc2)C(=O)N2CCOCC2)c2ccccc21	-16%	4%	13%	-1%	-1	1	-1	-11	-8%	x	0.2%
CCOC(=O)C1CCCN(S(=O)(=O)c2ccc3c(c2)N(C)C(=O)CC(=O)N3C)C1 (stereo unspecified)	-1%	4%	x	3%	x	-9	3	-7	11%	-1%	-0.1%
Oc1ccccc1Nc1ncnc2c1oc1ccccc12	6%	0%	16%	u	0	3	-18	10	-18%	3%	-0.4%
N#C/C(=C\c1ccc([N+](=O)[O-])cc1)c1nc(C2CC2)cs1	-3%	7%	2%	-4%	0	-18	6	1	-12%	1%	-0.5%
Cn1ncc(Cl)c1C(=O)N1CCN(S(=O)(=O)c2cccs2)CC1	1%	-1%	29%	-8%	x	12	-2	7	5%	-5%	0.1%
C/C(=N\NC(=O)c1ccc(N2CCCC2=O)cc1)c1ccncc1	-1%	3%	1%	u	-1	-8	-7	-4	-3%	1%	-1.2%
CCOC(=O)c1ccc(NS(=O)(=O)c2c(C)n[nH]c2C)cc1	0%	-1%	x	0%	x	21	2	3	2%	x	0.3%
CCc1ccc2nc3c(c(C(=O)O)c2c1)CCC3	8%	5%	-2%	1%	-1	-2	0	1	-3%	4%	-0.7%
Cn1cc(SCC(=O)NCc2ccc(F)cc2)c2ccccc21	-5%	7%	-1%	-16%	2	17	8	2	9%	0%	-0.8%
CC(=O)Cc1cc(=O)c2c(C)cc(O)c(C3OC(CO)C(O)C(O)C3O)c2o1 (stereo unspecified)	-2%	-6%	-3%	0%	-8	6	2	-22	1%	-1%	-0.2%
Cc1nc2ccccc2n1S(=O)(=O)c1ccc(S(=O)(=O)N2CCCCCC2)cc1	3%	1%	-8%	-1%	16	19	47[activator]	-1	12%	0%	-1.4%
Cc1cccc(N=[N+]([O-])c2cccc(C)n2)n1	-22%	1%	x	-1%	x	x	7	-5	1%	x	-0.4%
CN/C(=C\[N+](=O)[O-])NCCSCc1csc(CN(C)C)n1	7%	x	x	x	2	10	-18	1	x	x	x
CCSc1cc(N2CC(C)OC(C)C2)nc(-c2ccccc2Cl)n1 (stereo unspecified)	6%	4%	1%	u	-5	-2	-6	3	-28%	-1%	2.9%
CCOc1ccccc1N1CCN(CC(=O)Nc2ccnn2C2CCCC2)CC1	3%	1%	x	-1%	x	6	12	1	2%	x	-0.1%
Cc1ccc(S(=O)(=O)N[C@H](C(=O)N2CCC3(O)CCCCC3C2)c2ccccc2)cc1 (stereo partly specified)	1%	2%	6%	3%	1	-3	32[activator]	13	-16%	-3%	-0.3%
CC(=O)n1c2ccccc2c2ccccc21	1%	2%	1%	-26%	1	-9	16	-7	9%	0%	3.5%
CCC(C)NC(=O)CSc1nc2ccsc2c(=O)n1NC(=O)c1ccccc1 (stereo unspecified)	x	-3%	-7%	9%	9	-14	-2	-5	-8%	2%	3.4%
Cc1ccc(C(=O)CCC(=O)OCC(=O)N2c3ccccc3NC(=O)C2(C)C)cc1	-4%	-2%	x	1%	x	-4	10	-12	6%	x	0.0%
COc1ccc(C(=O)CSc2cc(C)nc3nc(C)nn23)cc1OC	u	1%	17%	u	2	3	-16	-20	-7%	-3%	0.1%
CC(Oc1cccc(Cl)c1)C(=O)Nc1ccc([N+](=O)[O-])cn1 (stereo unspecified)	0%	-1%	15%	6%	0	-30	2	-1	-3%	1%	-0.6%
CCCCC[n+]1ccn(-c2nc3ccccc3nc2[N-]S(=O)(=O)c2ccc(C)cc2)c1	-5%	-1%	12%	2%	x	x	1	10	-16%	-1%	0.2%
CC1(C)CC(=O)C=C(c2cccc(Br)c2)C1	-1%	0%	x	-1%	x	21	-12	-10	9%	x	0.2%
CCOC(=O)N1CCN(C(=O)Nc2ccc3nc(C)c(C)nc3c2)CC1	0%	0%	-19%	u	-9	-7	7	-30	9%	4%	0.2%
Cc1cccc(N2C(=O)c3ccc(C(=O)Nc4c[nH]c(=O)[nH]c4=O)cc3C2=O)c1	9%	9%	-5%	1%	2	-4	7	3	-5%	-2%	-0.2%

This is a random part of the collection; about 2.4% have a hit in one of these screens.
